# DDE Tn6 FP inh: inhibitors of Tn6 peptide binding to fibrin DD(E), primary screen, biochemical, fluorescence polarization, human fibrin, Tn6 probe | Fibrinogen beta chain (Homo sapiens), P02675 | Fibrin DD(E) TRITC-Tn6 fluorescence polarization displacement | inhibition, % at 8.3 µM | 370,000 tested, 0.21% active | AID 720509, 2013;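 active means inhibition above a per-campaign cutoff: mean of compounds within control limits plus 3 SD, cut at about 15% in these data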;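 further: 0% = median of all compound wells on the plate and 100% = blocking peptide control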
# FXN GAA850 act: FXN promoter activators, primary screen, cell-based, luciferase luminescence, HEK293 lucGAA850. HEK293 lucGAA850 FXN promoter luciferase reporter, 24 h; percent of 10 µM SAHA response. activation, % at 6 µM. 360,000 tested, 0.56% active;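 active means activation above the average of all compounds screened plus 3 SD, cutoff fixed separately per campaign, cut at about 7.5% in these data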;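 further: 0% = DMSO wells and 100% = 10 µM SAHA wells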
# GC-A act: GC-A stimulated cGMP production enhancers – HEK293 GC-A cells, cGMP TR-FRET, EC30 ANP, primary screen. Atrial natriuretic peptide receptor 1 (Homo sapiens), P16066. 0% at EC30 ANP, 100% saturating ANP. activation, % at 10 µM. 370,000 tested, 0.14% active. AID 1671463, 2021; in the data active means activation above about 40%
# Target sequence (P16066 whole entry, looked up): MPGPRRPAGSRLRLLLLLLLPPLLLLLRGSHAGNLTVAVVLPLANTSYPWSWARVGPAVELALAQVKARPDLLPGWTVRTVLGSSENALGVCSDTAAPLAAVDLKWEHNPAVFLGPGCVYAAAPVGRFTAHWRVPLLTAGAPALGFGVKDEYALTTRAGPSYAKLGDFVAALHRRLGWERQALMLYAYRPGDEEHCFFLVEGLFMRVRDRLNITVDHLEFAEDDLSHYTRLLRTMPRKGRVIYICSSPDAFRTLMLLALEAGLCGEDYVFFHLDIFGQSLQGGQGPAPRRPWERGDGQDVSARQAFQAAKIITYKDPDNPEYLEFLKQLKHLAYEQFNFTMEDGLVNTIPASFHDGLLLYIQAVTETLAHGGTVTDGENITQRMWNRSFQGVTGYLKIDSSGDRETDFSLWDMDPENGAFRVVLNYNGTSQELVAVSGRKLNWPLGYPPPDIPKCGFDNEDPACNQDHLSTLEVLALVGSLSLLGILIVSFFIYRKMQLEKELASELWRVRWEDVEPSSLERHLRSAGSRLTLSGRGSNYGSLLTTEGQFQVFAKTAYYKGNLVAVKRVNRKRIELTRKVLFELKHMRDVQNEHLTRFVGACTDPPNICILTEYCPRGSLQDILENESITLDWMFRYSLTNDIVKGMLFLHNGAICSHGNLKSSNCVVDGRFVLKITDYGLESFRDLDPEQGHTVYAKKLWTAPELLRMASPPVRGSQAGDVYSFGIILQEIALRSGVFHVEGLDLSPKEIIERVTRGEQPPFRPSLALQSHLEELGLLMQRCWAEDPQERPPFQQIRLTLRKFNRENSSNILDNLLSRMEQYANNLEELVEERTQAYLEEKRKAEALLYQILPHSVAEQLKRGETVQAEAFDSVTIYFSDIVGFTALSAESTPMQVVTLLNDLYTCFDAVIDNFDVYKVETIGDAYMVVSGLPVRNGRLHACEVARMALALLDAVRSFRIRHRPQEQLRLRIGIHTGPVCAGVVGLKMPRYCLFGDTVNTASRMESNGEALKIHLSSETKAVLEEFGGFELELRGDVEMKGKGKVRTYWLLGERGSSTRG
# GC-B act: human GC-B receptor activators, primary screen, HEK293 GC-B cells, cGMP TR-FRET, EC30 CNP | Atrial natriuretic peptide receptor 2 (Homo sapiens), P20594 | activation, % at 10 µM | 370,000 tested, 0.11% active | 0% at EC30 CNP, 100% saturating CNP;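 active means activation at 10 µM reaching about 35% in either raw or pattern-adjusted values, limit read from the data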
# sPLA2-III inh: human group III sPLA2 inhibitors, primary screen, biochemical, QFRET, BODIPY PC-A2 liposome substrate; Group 3 secretory phospholipase A2 (Homo sapiens), Q9NZ20; QFRET BODIPY PC-A2 liposome hydrolysis, fluorescence; inhibition, % at 12.2 µM; 370,000 tested, 0.56% active; AID 743126, 2013;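 active means inhibition above mean plus 3 SD of compounds lying within the high and low control bounds, cut at about 19% in these data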;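 further: 0% = median of test compound wells and 100% = no enzyme DMSO wells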
# ADAM10 inh: human ADAM10 inhibitors, primary screen, biochemical, QFRET, HTS; Disintegrin and metalloproteinase domain-containing protein 10 (Homo sapiens), O14672; recombinant ADAM10, EDANS/DABCYL FRET peptide cleavage, 3 h; inhibition, % at 7 µM; 370,000 tested, 0.62% active; AID 720582, 2013;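 active means inhibition above a per-campaign cutoff equal to the mean of compounds falling between control-based bounds plus 3 SD, cut at about 20% in these data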;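 further: 0% = DMSO wells while the 100% control is not disclosed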
# ASAP1 inh: inhibitors of human ASAP1 ArfGAP activity, primary screen, biochemical, fluorescence polarization; Arf-GAP with SH3 domain, ANK repeat and PH domain-containing protein 1 (Homo sapiens), …; ASAP1-stimulated ARF1 GTP hydrolysis, GDP FP detection; inhibition, % at 16.5 µM; 360,000 tested, 0.19% active; AID 624377, 2012; in the data active means inhibition above about 25%;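 further: 0% = vehicle with enzyme and substrate and 100% = no enzyme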
# rCAG RNA binder: binders of r(CAG) RNA repeats, primary screen, biochemical, fluorescence. r(CAG) RNA repeat, TO-PRO-1 dye displacement fluorescence. inhibition, % at 3 µM. 370,000 tested, 1.3% active. AID 651821, 2012;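 active means inhibition above the plate cutoff, the mean of all test compounds on that plate plus 3 SD, cut at about 35% in these data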;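 further: 0% = DMSO alone and 100% = 100 µM mitoxantrone as full dye displacement; higher means more dye released from RNA so lower well fluorescence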
# proKLK7 act: proKLK7 zymogen activators, primary screen, biochemical, fluorescence intensity; activation, % at 7 µM; 370,000 tested, 0.9% active; purified proKLK7, EDANS-DABCYL substrate fluorescence; 100% is mature enzyme control, 0% vehicle; AID 652039, 2013;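 active means activation above the mean of all tested compounds plus 3 SD, computed per campaign excluding outliers beyond control limits, cut at about 13% in these data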
# ARFGAP1 inhibitor: inhibitors of rat ARFGAP1 GAP activity, primary screen, biochemical, fluorescence polarization, GDP tracer; ADP-ribosylation factor GTPase-activating protein 1 (Rattus norvegicus), Q62848; Arfgap1-stimulated ARF1 GTP hydrolysis, GDP FP detection; inhibition, % at 16.5 µM; 360,000 tested, 0.26% active; AID 651572, 2012;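 active means inhibition above a per-plate limit, mean inhibition of low control wells plus 3 SD, cut at about 25% in these data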;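 further: 0% = DMSO wells with enzyme and 100% = wells lacking Arfgap1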
#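 material = rat Arfgap1 catalytic domain, aa 1-136 | also added = human ARF1(Δ1-17)-GTP substrate | compound dosing = one concentration, 16.5 µM, DMSO 1.26% | times = GTP hydrolysis reaction 2 h at 25 °C | measured by = FP, GDP Alexa 633 tracer displaced from anti-GDP antibody, 620/688 nm | evaluation = percent inhibition of Arfgap1-stimulated GTP hydrolysis | replication = single well per compound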
# * hit, by the source's call; · = no result given; & = joins results of further samples.
SMILES,DDE Tn6 FP inh,FXN GAA850 act,GC-A act,GC-B act,sPLA2-III inh,ADAM10 inh,ASAP1 inh,rCAG RNA binder,proKLK7 act,ARFGAP1 inhibitor
Cn1c(=O)c2c(ncn2CC(O)CO)n(C)c1=O (stereo not given),5,0.0,-1,3,0,-9,11,0,0.3,4
COC(=O)c1ccccc1NC(=O)c1cc(-c2ccco2)on1,0,3.7,0,1,9,-3,-5,13,-0.2,10
Cc1nc(-c2ccccn2)nc(SCC(=O)N2CCOCC2)c1Cl,3,-0.6,2,9,-1,-5,6,-4,-0.5,11
O=c1[nH]c2cc(S(=O)(=O)CCO)ccc2o1,-3,3.4,4,4,1,-2,-6,36*,0.4,5
CCc1nnc(NC(=O)CSc2ncnc3c2cnn3-c2ccc(OC)cc2)s1,-4,0.1,-4,-3,2,7,-3,1,0.5,9
COc1ccc(S(=O)(=O)NC(C)C(=O)NCc2cccnc2)cc1OC (stereo not given),-5,-0.2,0,2,2,-7,0,3,0.5,5
O=C(Nc1ccc(Cl)c(Cl)c1)Nc1ccccc1C(=O)O,-6,-1.8,2,1,-20,-40,-1,61*,-0.3,-1
COc1ccc(C(=O)Nc2c3c(nn2-c2ccc([N+](=O)[O-])cc2)CS(=O)(=O)C3)cc1,4,-0.9,-3,-2,7,3,-13,0,0.5,1
CCOC(=O)/C(C#N)=C1/C=CN(c2ccccc2)C=N1,4,2.1,-5,-3,5,7,12,-1,0.2,5
Cc1ccc(S(=O)(=O)N2CCC(C(=O)NCCCN3CCOCC3)CC2)cc1C,4,1.9,1,3,2,-6,3,-4,-0.1,1
COc1cc(S(=O)(=O)N2CCOCC2)ccc1NC(=O)COC(=O)CC12CC3CC(CC(C3)C1)C2,4,0.5,-1,6,-35,29*,3,15,0.5,-8
CCc1nnc(SCC(=O)Nc2ccc3c(c2)OCO3)o1,-2,1.4,4,-3,3,-11,3,0,0.1,-8
O=C(COc1ccccc1)OCc1csc(Nc2ccccc2)n1,1,2.3,1,-12,-7,19,13,-4,0.5,-1
Cc1onc(-c2ccccc2)c1C(=O)c1c[nH]c(C(=O)NCCCN2CCOCC2)c1,-2,-1.4,0,-2,-2,0,-1,-5,0.6,-4
Cc1csc(=O)n1CCC(=O)OCC(=O)Nc1ccc(S(N)(=O)=O)cc1,-9,-1.1,-1,3,7,-7,10,2,0.4,-6
CCCCc1nc(N2CCN(C(=O)c3ccco3)CC2)c(C#N)c2c1CCCC2,3,3.0,7,-4,-7,-90,10,2,-2.3,-2
O=C(NCCCN1CCOCC1)c1ccccc1-c1ccccc1,2,1.9,-1,4,-1,-4,-11,-1,0.3,-7
C[C@@]12C(=O)N(c3cccc(Cl)c3)C(=O)N1[C@H](c1ccc(Cl)cc1)[C@@H]1C(=O)N(C3CCCCC3)C(=O)[C@@H]12,-3,7.3,-9,1,-39,14,14,13,0.5,12
NC1=NC(=O)/C(=C/c2ccc(Cl)cc2Cl)S1,13,-0.3,-1,-5,4,1,-6,5,0.2,12
CCOC(=O)c1c(-c2ccccc2)csc1NC(=O)COc1ccc2c(C)cc(=O)oc2c1,-4,-1.9,-2,-3,5,-4,6,5,-0.5,2
O=C(Cn1cnc2cc([N+](=O)[O-])ccc2c1=O)Nc1ccc2c(c1)OCO2,-6,0.1,-2,-1,2,13,9,9,-0.5,-7
COc1c(-c2ccc([N+](=O)[O-])cc2[N+](=O)[O-])c(=O)n(C)c(=O)n1C,-2,-0.7,-3,2,-2,7,15,5,-0.2,7
CCCCCCCCN1C(=O)[C@H](CC(=O)NCc2cccs2)C[C@@]2(C(=O)OC)CCCCC=C12,1,·,-1,9,-23,8,15,1,0.0,-3
CCC(=O)N1CCN(CCN=CC2=C(O)CC(c3ccc(OC)cc3)CC2=O)CC1 (stereo not given),-3,0.8,0,-1,2,-6,-7,-1,-0.2,8
CC1CCC2(CC1)NC(=O)N(CC(=O)NCc1cccs1)C2=O (stereo not given),0,0.5,-1,2,0,-5,-3,0,0.1,6
Nc1ccc(C(=O)OCC(=O)N2CCc3ccccc3C2)cc1[N+](=O)[O-],3,3.6,4,0,-4,2,-9,3,-0.2,-7
CC(C)(C)c1ccc(C(=O)OC/C(O)=C(\C#N)c2nc3ccccc3s2)cc1,5,-3.6,3,-5,-6,0,-12,25,0.3,-2
Cc1sc(NC(=O)CCl)c(C(=O)c2ccccc2)c1C,-7,-7.0,-12,-5,1,3,7,-1,-0.3,-2
COC(=O)[C@@H](Cc1c[nH]c2ccccc12)NC(=O)c1cc(=O)[nH]c2ccccc12,-3,-0.8,-2,-6,-39,-8,-3,8,0.6,-1
COc1ccc(Nc2nnc(SCC(=O)N3CCCC3)s2)cc1,8,1.3,-2,-4,5,12,-9,3,0.2,1
Cc1c(C(=O)N(Cc2ccc(Cl)cc2)C2CCS(=O)(=O)C2)oc2ccccc12 (stereo not given),4,1.9,-41,-18,-14,5,8,2,-0.1,-11
Cc1nc2c(o1)C(=O)c1ccccc1C2=Nc1ccccc1,4,-7.4,4,-3,3,-12,17,1,0.2,-9
CCC1S/C(=N/N=C/c2ccco2)N(Cc2ccc(F)cc2)C1=O (stereo not given),-2,0.4,-2,1,6,-2,-15,0,0.1,-7
Cn1c(CCCOc2ccc(Cl)cc2Cl)nnc1SCC(=O)Nc1ccc(F)c(Cl)c1,-1,0.0,-20,-8,-4,3,0,1,-0.4,-1
CC(=O)N1CC23C=CC(CC2CC12CCCCCC2)O3 (stereo not given),-6,-0.2,2,2,10,-11,5,-4,0.2,-19
CC1(C)COCN1C(=O)c1ccc(C#N)cc1,-1,1.5,3,5,2,0,-10,-3,0.0,1
O=C(Cn1ncc2c([nH]c3ccccc32)c1=O)N1CCOCC1,1,1.7,2,-3,2,-10,-7,5,1.2,13
O=C(NCc1ccccc1)c1cnc2n(c1=O)CCS2,2,-0.1,-5,7,9,1,-3,2,-0.6,-7
CC(NC(=O)c1ccc2c(c1)OCO2)c1cccc(C(F)(F)F)c1 (stereo not given),-5,-1.1,-1,-1,-3,5,-2,0,0.2,-5
O=[N+]([O-])c1ccc2c(c1)C(=Nc1ccccc1)c1ccccc1-2,1,1.4,0,-2,11,6,0,1,0.3,-2
COc1cccc(CN2CCN(c3cccc(C(F)(F)F)c3)CC2)c1OC,4,1.8,0,6,8,7,-3,-9,0.4,-1
CC(OC(=O)Cn1c(C(F)(F)F)nc2ccccc21)C(N)=O (stereo not given),3,2.9,-2,0,9,7,-9,0,0.1,2
Fc1cccc(-c2cc3nc4c(c(N5CCOCC5)n3n2)CCCC4)c1,-7,5.9,2,-6,-2,-13,7,-5,0.5,13
CC1=C(C(=O)OCc2ccccc2)C(c2ccc(Cl)cc2)NC(=O)N1CCCCCC(=O)O (stereo not given),10,2.5,3,-8,-11,2,-1,16,-0.3,-5
CC(NC(=O)OCc1ccccc1)c1ccccc1 (stereo not given),1,-0.3,2,0,11,3,-6,-5,0.5,-6
Cc1ccc2c(C(=O)N3CCN(c4ccccc4)CC3)cc(-c3cccnc3)nc2c1C,2,-0.6,-1,3,0,4,-14,3,0.3,-13
Cc1oc(-c2ccccc2F)nc1CS(=O)(=O)CC(=O)NCc1ccccc1Cl,1,0.2,-8,-8,-2,2,12,11,0.4,-3
CCOC(=O)C(=O)Nc1ccc(F)cc1,2,0.8,-2,-3,-4,2,7,-1,-0.4,-10
CCOC(=O)[C@H]1[C@H]2COc3ccc(C)cc3[C@@H]2N2C(=O)CN(Cc3ccc(F)cc3)C(=O)[C@@]12C,1,-2.4,-3,-4,-2,-4,-6,-7,1.1,-1
O=C(Nc1sc2c(c1-c1nc3ccccc3s1)CCNC2)C(F)F,-4&3,·,7&7,-1&1,-6&-6,-39&-44,·,·,·,·
COc1ccc(C2c3c(ncn(CCCO)c3=N)Oc3ccc4ccccc4c32)cc1OC (stereo not given),-11,-4.9,-45,-26,-11,2,-8,0,0.4,-11
CN1CCN(S(=O)(=O)c2ccc(N(C)Cc3cccs3)nc2)CC1,-10,-1.2,-1,-2,0,5,1,-4,0.5,6
CC(C)(C)OC(=O)N/N=C\c1ccc(OC(=O)c2cccs2)cc1,5,1.1,3,1,-2,0,2,-6,0.8,9
COc1ccccc1CC(=O)Nc1ccon1,-1,1.0,-1,-2,1,-4,1,8,0.1,-7
CCc1cccc(NC(=O)c2cc(OC)c(OC)c(OC)c2)c1,-6,-1.2,0,3,-6,4,4,-7,0.3,-1
CC(=O)c1c(C(C)=O)c(C)n(-c2ccc(O)cc2)c1C,-3,-0.9,-2,1,-2,-1,-2,-3,0.0,-7
CN1CCN(C(=O)C23CC4CC(C)(CC(C)(C4)C2)C3)CC1,9,1.4,3,2,7,-2,-9,-9,-0.4,-2
CCN(CC)CCNC(=O)C1(c2ccccc2)CCCCC1,3,1.4,0,0,12,-13,-13,0,0.5,1
NC(=O)C1CCN(C2=C(NS(=O)(=O)c3ccc(Cl)cc3)C(=O)c3ccccc3C2=O)CC1,3,-1.6,2,-2,-1,2,6,5,0.1,13
Cc1cc(C(=O)NCC(C)C)c2ccccc2n1,6,0.2,-3,1,4,-1,-7,1,0.4,8

# 2 of these compounds in a different format.
mol	DDE Tn6 FP inh	FXN GAA850 act	GC-A act	GC-B act	sPLA2-III inh	ADAM10 inh	ASAP1 inh	rCAG RNA binder	proKLK7 act	ARFGAP1 inhibitor
CN1CCN(S(=O)(=O)c2ccc(N(C)Cc3cccs3)nc2)CC1	-10	-1.2	-1	-2	0	5	1	-4	0.5	6
CC(C)(C)OC(=O)N/N=C\c1ccc(OC(=O)c2cccs2)cc1	5	1.1	3	1	-2	0	2	-6	0.8	9

# Going on with the list:
SMILES,DDE Tn6 FP inh,FXN GAA850 act,GC-A act,GC-B act,sPLA2-III inh,ADAM10 inh,ASAP1 inh,rCAG RNA binder,proKLK7 act,ARFGAP1 inhibitor
NC(CO)c1csc(NC(=O)Nc2cccc(Cl)c2)n1 (stereo not given),0,0.6,7,5,7,-7,6,19,0.0,5
Nc1c(C(=O)N2CCN(c3ccccc3)CC2)nnn1Cc1ccc(Cl)cc1,0,·,-14,-12,2,-2,·,5,0.6,·
COc1ccc(CC(=O)NNC(=O)c2cccs2)cc1,3,1.3,0,1,5,-3,-4,5,0.3,1
Cc1cccc2c3c([nH]c12)C(=O)CC(C)(C)S3,6,-1.4,-1,-1,4,-45,7,-5,-21,3

# Screening results deposited in PubChem by several laboratories.
